Screening results deposited in PubChem by several laboratories.
SKN-1 inh = suppressors of acrylamide-induced Pgst-4::GFP reporter in worms, primary screen, SKN-1 inhibitor project, whole organism, uHTS, GFP/RFP fluorescence ratio, strain VP596; C. elegans VP596 Pgst-4::GFP/RFP ratio, 24 h; inhibition, % at 21.8 µM; actives 0.49% (n = 360,000);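 active = interference check ratio from 0.5 to 1.5 plus GFP to RFP signal ratio inhibition reaching or exceeding a fixed threshold, cut at about 30% in these data, passing the limit was not always enough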; note: some compounds called inactive have numbers as strong as hits
NRP1-CendR mod = modulators of CendR peptide binding to NRP-1, primary screen, biochemical, fluorescence polarization, uHTS | Neuropilin-1 (Homo sapiens), O14786 | FAM-RPARPAR peptide binding to NRP-1 | inhibition, % at 25 µM | actives 0.85% (n = 360,000);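 active = inhibition or corrected inhibition above about 18%, plus a signal ratio from 0.5 to 1.5, limit read from the data, passing the limit was not always enough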; note: strong numbers were not always called active
MLLE-PAM2 inh = inhibitors of PABP1 MLLE–PAM2 peptide binding, primary screen, biochemical, fluorescence polarization, FITC-PAM2, GST-MLLE | Polyadenylate-binding protein 1 (Homo sapiens), P11940 | inhibition, % at 20 µM | actives 0.36% (n = 360,000); in the data active = inhibition above about 35%, passing the limit was not always enough;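 note: plate controls were DMSO wells with GST-MLLE for no effect and wells lacking GST-MLLE protein for full effect; some results filed as inactive read as strong as hits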
Target sequence (P11940 whole entry, looked up): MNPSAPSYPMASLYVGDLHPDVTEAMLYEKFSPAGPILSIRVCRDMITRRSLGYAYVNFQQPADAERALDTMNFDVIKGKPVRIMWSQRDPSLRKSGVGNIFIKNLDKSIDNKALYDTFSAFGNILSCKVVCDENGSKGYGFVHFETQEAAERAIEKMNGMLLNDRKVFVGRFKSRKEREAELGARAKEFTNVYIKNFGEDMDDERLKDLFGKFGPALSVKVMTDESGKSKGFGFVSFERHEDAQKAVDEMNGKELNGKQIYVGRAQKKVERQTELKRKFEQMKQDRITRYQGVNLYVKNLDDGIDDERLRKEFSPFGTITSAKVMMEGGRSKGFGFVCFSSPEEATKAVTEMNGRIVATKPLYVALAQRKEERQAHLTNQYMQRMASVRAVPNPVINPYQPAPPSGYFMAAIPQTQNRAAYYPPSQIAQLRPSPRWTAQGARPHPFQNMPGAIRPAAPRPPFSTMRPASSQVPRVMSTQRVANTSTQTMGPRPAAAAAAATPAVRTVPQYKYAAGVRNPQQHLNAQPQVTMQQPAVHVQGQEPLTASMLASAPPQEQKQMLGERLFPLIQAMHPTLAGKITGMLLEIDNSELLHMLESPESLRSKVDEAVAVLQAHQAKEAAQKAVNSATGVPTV
MsrA act = bovine MsrA enzyme activators, primary screen, biochemical, absorbance, HTS; purified bovine MsrA, absorbance read-out; actives 0.3% (n = 360,000); Methionine sulfoxide reductase A (Bos taurus); activation, % at 10.6 µM; in the data active = activation above about 7.5%;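 note: 0% = vehicle and 100% = reference activator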
MT1-MMP act inh = blockers of MT1-MMP proenzyme processing, primary screen, HT1080 RFP-PRO-GFP cells, GFP/RFP fluorescence; actives 0.061% (n = 360,000); GFP/RFP ratio change, % at 20 µM; GFP/RFP ratio fluorescence, overnight; percent of plate control window, DMSO zero; Matrix metalloproteinase-14 (Homo sapiens), P50281;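 active = GFP/RFP ratio change of at least 30% with cell ATP level not reduced by more than half and red fluorescence within 50% of control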; note: strong numbers were not always called active
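Compound: 20 µM single dose, 1% DMSO / System: HT1080 RFP-PRO-GFP cells / Controls: DMSO and RFP-L50D-GFP cell wells / Read-out basis: GFP/RFP fluorescence ratio / Schedule: overnight compound exposure at 37 °C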
FAS-TE inh = FAS thioesterase domain inhibitors, primary screen, biochemical, fluorescence intensity, uHTS. recombinant FAS-TE, OMFH fluorogenic substrate, fluorescence endpoint. inhibition, % at 15 µM. actives 0.67% (n = 360,000). Fatty acid synthase (Homo sapiens), P49327;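 active = compounds whose normalised, plate-corrected inhibition of enzyme fluorescence in the single-dose primary screen is 50% or more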;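 note: 0% = DMSO with enzyme and 100% = substrate without enzyme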
Neddyl block = inhibitors of cullin neddylation, primary screen, biochemical, TR-FRET, uHTS, NAE and Ubc12. NEDD8-conjugating enzyme Ubc12 (Homo sapiens) + NEDD8-activating enzyme E1 regulatory …. calls only at 25 µM. actives 0.58% (n = 360,000); in the data active = inhibition above about 36%
eLon inh = inhibitors of E. coli Lon protease, primary screen, biochemical, fluorescence polarization; P0A9M0; purified E. coli Lon protease; inhibition, % at 7.94 µM; actives 0.42% (n = 360,000); AID 602123, 2011; in the data active = inhibition above about 13%, passing the limit was not always enough;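 note: 0% = enzyme with probe and DMSO and 100% = no enzyme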
Rin1-Abl PPI inh = inhibitors of Rin1-Abl protein binding, primary screen, biochemical, TR-FRET; Tyrosine-protein kinase ABL1 (Homo sapiens) + Ras and Rab interactor 1 (Homo sapiens), …; inhibition, % at 7.35 µM; actives 0.4% (n = 360,000); AID 588664, 2011; in the data active = inhibition above about 5%, passing the limit was not always enough
* marks the source's active call; other numbers are inactive results; i = inactive; . = no result given. Rows were taken by chance (roughly 4% active in at least one column).

SMILES	SKN-1 inh	NRP1-CendR mod	MLLE-PAM2 inh	MsrA act	MT1-MMP act inh	FAS-TE inh	Neddyl block	eLon inh	Rin1-Abl PPI inh
COC(=O)C1=C(C)NC(=S)N(C(C)=O)C1c1ccc(OC)c(OC)c1 (configuration not stated)	3	-4	-124	-5	1	5	i	6	3
COc1ccc(C2C3=C(NCCN=C3c3ccccc3)C(=O)N2c2ccccc2)c(OC)c1 (configuration not stated)	-2	17	9	-1	2	-3	i	5	3
Cc1ccc(S(=O)(=O)N=C2SCCCS2)cc1	-12	-5	9	2	4	-2	i	-2	-3
O=C1NCCN1Cc1cccc(Cl)c1	0	0	-5	-3	-2	-11	i	-6	0
O=C(NNc1cccc(Cl)n1)Nc1ccc(Cl)cc1	7	11	4	0	-1	-3	i	-3	2
Cc1sc2ncn3cnnc3c2c1C	-5	7	1	-5	-6	-9	i	7	-1
CCOc1ccc(/C=N/NC(=O)C(OC)c2ccccc2)cc1 (configuration not stated)	19	14	1	-3	0	-4	i	-3	2
COc1cc(C2C(C#N)=C(N)Oc3cc(O)ccc32)cc(OC)c1OC (configuration not stated)	3	0	-4	-3	0	-8	i	10	-1
Cc1ccccc1OCC(=O)Nc1ccc(S(=O)(=O)N2CCOCC2)cc1	0	15	6	-1	1	7	i	8	4
CCN(CC)S(=O)(=O)c1ccc(NC(=O)C2CC(=O)N(c3ccc4c(c3)OCCO4)C2)cc1 (configuration not stated)	-1	-1	-11	-2	0	-4	i	-4	4
CCCCn1c(=O)n(C)c(=O)c2c(C(F)(F)F)cc(-c3ccncc3)nc21	11	-9	4	-4	-1	20	i	-1	-4
O=C(O)c1cccnc1SC1CC(=O)N(CCc2ccccc2)C1=O (configuration not stated)	-30	-3	3	-4	-8	-12	i	-4	-1
COCCOc1ccc(C(F)(F)F)cc1NC(=O)COC(=O)c1cc([N+](=O)[O-])ccc1N1CCOCC1	7	2	4	-1	-2	72*	i	0	0
COc1cc(OC)cc(C(=O)NCC(=O)OC2CCCCC2=O)c1 (configuration not stated)	-1	20	-16	0	-2	-3	i	-12	1
CCOC(=O)c1nn(-c2ccccc2)c(=O)cc1OCC(=O)Nc1cc(C)ccc1OC	-2	-2	10	-1	-1	-2	i	0	6
CCOC(=O)NCc1ccc(S(=O)(=O)Nc2ccccc2C)cc1	13	6	19	0	2	-2	i	5	3
Cc1cccc(NC(=O)CN2CCN(C(=O)c3oc4c(Cl)cccc4c3C)CC2)c1C	15	-1	12	-1	-1	13	i	10	2
CCCC(=O)N1CCC1(C)C(=O)Nc1ccc2c(c1)CCN2C(C)=O (configuration not stated)	16	-3	2	1	1	-11	i	-1	1
CC(=O)NCCc1nc2ccccc2n1CCOc1ccccc1C	2	3	-1	-14	0	-9	i	-4	0
Nc1nc(CN2CCN(c3ccccn3)CC2)nc(Nc2ccc(F)cc2)n1	-2	4	0	-13	6	-5	i	6	-1
O=C(N/C(=C/c1cccc([N+](=O)[O-])c1)C(=O)N1CCCCCC1)c1cccs1	8	-6	-3	-3	1	13	i	-4	-2
O=C(Nc1ccc(Cl)cc1[N+](=O)[O-])c1ccc2c(c1)OCCO2	-9	-2	14	-7	0	-5	i	-4	1
OCC12COC(c3ccccc3)N1C(c1ccccc1)OC2 (configuration not stated)	-2	-10	3	-7	3	-2	i	-2	4
Cc1cc(=O)oc2ccc(OC(=O)c3cccc(S(=O)(=O)N4CCOCC4)c3)cc12	0	17	-4	1	3	9	i	1	-4
Cc1ccccc1NC(=O)Nc1nc(C2CCC(=O)N2)cs1 (configuration not stated)	16	-14	-8	0	11	-2	i	-7	2
O=C(CSc1ccccc1)Nc1cccc(NC(=O)c2ccco2)c1	2	-15	12	5	10	1	i	-4	2
Cc1ccccc1CSCC(=O)Nc1ccccc1-c1ccccc1	8	1	-8	-3	-5	11	i	6	-4
CCCCNC(=O)c1ccc(N2CCOCC2)c(NS(=O)(=O)c2ccc(OC)cc2)c1	-10	-2	4	-4	-3	-4	i	1	-2
Cc1nn(C)cc1C(C(=O)NC1CCCCC1)N(C(=O)Cn1nnc2ccccc21)c1ccc(F)cc1 (configuration not stated)	7	-1	-4	-5	1	-6	i	0	0
CCC(CC)C(=O)N1CCN(c2cccc(C)c2C)CC1	15	13	-7	-4	-4	0	i	0	-1

Molecules above containing a thiophene ring, fused or not (two):
SMILES	SKN-1 inh	NRP1-CendR mod	MLLE-PAM2 inh	MsrA act	MT1-MMP act inh	FAS-TE inh	Neddyl block	eLon inh	Rin1-Abl PPI inh
Cc1sc2ncn3cnnc3c2c1C	-5	7	1	-5	-6	-9	i	7	-1
O=C(N/C(=C/c1cccc([N+](=O)[O-])c1)C(=O)N1CCCCCC1)c1cccs1	8	-6	-3	-3	1	13	i	-4	-2

(more compounds)
SMILES	SKN-1 inh	NRP1-CendR mod	MLLE-PAM2 inh	MsrA act	MT1-MMP act inh	FAS-TE inh	Neddyl block	eLon inh	Rin1-Abl PPI inh
CCCCCC(=O)N1C[C@@H](n2cc(-c3ccc(F)cc3)nn2)[C@H](O)C[C@@H]1c1ccc(OC)cc1	6	2	-2	-1	5	48	i	-6	-2
Cc1ccc(N2CCN(/N=C/c3sccc3C)CC2)cc1	-5	-5	10	-9	0	5	i	0	-3
CCC1(c2ccccc2)NC(=O)N(CC(=O)NCc2ccc(C)cc2)C1=O (configuration not stated)	10	-6	-13	-3	4	0	i	7	-3
CN1CCN(c2nc(-c3ccccc3)cc(C(F)(F)F)n2)CC1	-19	-5	2	-6	-6	3	i	-3	2
CCN(CC)C(=O)CSCc1cnn(-c2ccccc2)c1-n1cccc1	4	-3	17	-2	-2	-1	i	-1	-6
CCOc1ccc(N2CC(C(=O)NCCCN3CCOCC3)CC2=O)cc1 (configuration not stated)	-4	8	0	9.1*	0	-2	i	3	4
CC(NCc1ccc(S(N)(=O)=O)cc1)C(=O)N1CCc2ccccc21 (configuration not stated)	-6	2	6	-4	1	-1	i	-1	1
Cc1ccc(N2C(=O)NC(NC(=O)C3CC3)(C(F)(F)F)C2=O)cc1 (configuration not stated)	12	11	-10	-2	-3	-4	i	4	-1
COCc1cc(C)nc2sc(C(=O)Nc3ccccc3Br)c(N)c12	1	2	2	-3	1	18	.	-1	-3
CCn1nnnc1NC(=O)c1cccc(OC)c1	-1	-7	-6	-2	2	-9	i	8	-1
COc1ccc(/C=C(\C#N)C(=O)Nc2ccc3[nH]c(=O)[nH]c3c2)cc1	-9	-5	6	-8	2	-16	i	-2	-2
COc1cc(NC(=O)c2cccs2)c(OC)cc1NC(=O)Nc1ccc(F)cc1	-2	-2	3	-8	6	20	i	10	-1
COCCCn1c(=NC(=O)c2ccccc2)c(C#N)cc2c(=O)n3cccc(C)c3nc21	7	-6	170	-4	-4	51*	.	84*	0
CCCCNC(=O)C[C@@H]1C[C@@]2(C(=O)OC)CCCCC=C2N(CCC2=CCCCC2)C1=O	1	-13	.	2	-3	4	i	-6	.
CSCCC(NC=O)C(=O)NC(C)C(=O)O (configuration not stated)	-20	-11	9	-3	1	-4	i	-9	-2
COc1cccc(CNc2ccccc2O)c1OCc1ccccc1F	-6	-9	7	-7	6	5	i	-4	4
Cc1nn(CCC(=O)NNC(=S)Nc2ccc(F)cc2)c(C)c1Br	8	-2	13	-7	4	-11	i	12	2
O=C(CCCC(=O)NCCc1ccccc1)NCCc1ccccc1	3	9	10	-2	2	-9	i	-3	-3
CCN(CC)CCCNC(=O)c1nn(-c2cccc(OC)c2)c(=O)c2ccccc12	15	2	2	-3	-14	-8	i	1	-2
O=C(c1ccc(F)cc1)N1CCN(c2ccc([N+](=O)[O-])cc2-n2cccc2)CC1	26	3	0	-1	4	39	i	-9	-4
C[C@H](NC(=O)c1cc2cc(Cl)ccc2n1C)C(=O)N1CCC(C(=O)O)CC1	10	-2	-6	-4	-1	-3	i	1	2
COc1ccccc1NC(=O)CSc1nnc(-c2ccoc2C)n1CC1CCCO1 (configuration not stated)	-16	-2	-2	-6	0	-4	i	-19	1
CC(=O)Nc1ccccc1Nc1nc(NCCO)nc(N2CCCC2)n1	-10	11	4	-1	6	-19	i	10	1
COC(=O)N/N=C\C=C\c1ccc2c(c1)OCO2	3	-2	5	-10	-4	-8	i	14	-3
Nc1ccn([C@@H]2O[C@H](CNC(=O)[C@@H](Cc3cn(COCc4ccccc4)cn3)NC=O)[C@@H](O)[C@H]2O)c(=O)n1	-4	-3	-1	-2	0	-5	i	-3	0
Fc1cccc(CN2CCN3CCCC3C2C2CCCCC2)c1 (configuration not stated)	17	-10	4	1	-2	-3	i	1	0
CCOCCc1nn2c(=O)cc(CSCC(=O)Nc3cc(C)cc(C)c3)nc2s1	-6	18	-2	-2	6	-5	i	6	0
CC(=O)c1ccc(N2CCN(C(=O)c3ccco3)C(C)C2)c(F)c1 (configuration not stated)	33	-4	12	-7	-1	-13	i	-5	3
CCCCn1c(N)c(N(CC(C)C)C(=O)c2cc(-c3ccco3)nc3ccccc23)c(=O)[nH]c1=O	12	-20	7	-2	1	-3	i	-11	-2
CCO[C@@H]1OC(C(N)=O)=C[C@H](c2coc3ccccc3c2=O)[C@H]1CCCO	9	7	2	-1	12	3	i	2	1

eLon inh, entries above that show a hit
mol | SKN-1 inh | NRP1-CendR mod | MLLE-PAM2 inh | MsrA act | MT1-MMP act inh | Neddyl block | eLon inh | Rin1-Abl PPI inh
COCCCn1c(=NC(=O)c2ccccc2)c(C#N)cc2c(=O)n3cccc(C)c3nc21 | 7 | -6 | 170 | -4 | -4 | . | 84* | 0

Next section.
SMILES	SKN-1 inh	NRP1-CendR mod	MLLE-PAM2 inh	MsrA act	MT1-MMP act inh	FAS-TE inh	Neddyl block	eLon inh	Rin1-Abl PPI inh
NC(=O)Cn1cnc2c(nnn2-c2ccc(F)cc2)c1=O	3	9	-125	-6	-2	-5	i	7	-1
CCOC(=O)CN(C(=O)COc1nc(-c2ccccc2)cc(C)c1C#N)c1ccccc1	11	1	-1	-4	-1	59*	i	0	1
O=C(Nc1ccnn1C1CCN(C(=O)c2c(F)cccc2F)CC1)C1CC1	5	25*	5	-3	0	2	i	4	0
COc1ccc(-n2ncc3c(=O)n(CC(=O)Nc4ccc(S(=O)(=O)N5CCOCC5)cc4)cnc32)cc1	16	4	-12	-2	7	-1	i	-11	4
Clc1ccc(-n2cccc2)cn1	-2	-9	-7	-7	-13	-12	i	1	3
COc1ccccc1-n1cnnc1SCC(=O)Nc1cc(C)on1	2	4	4	-4	-3	-9	i	2	2
COCCNC(=O)Cn1nc(C)c2ccccc2c1=O	19	0	5	1	-7	-1	i	-2	-1
C=CCn1c(SCC(=O)N2CCc3ccccc3C2)nc2sc(CC)cc2c1=O	-3	3	-9	-12	11	5	i	0	3
CCOC(=O)c1ccc2c(c1)N(CC(=O)N1CCCC1)C(=O)C(C)(C)O2	9	-1	1	-2	3	-7	i	9	1
NC(=O)[C@@H]1CC2(CC(c3cccc(NC(=O)CC(c4ccccc4)c4ccccc4)c3)=NO2)CN1C(=O)[C@@H]1CCC(=O)N1 (some centres not stated)	10	1	5	-1	1	-2	i	-3	5
O=C(CCCCn1c(=O)[nH]c2ccccc2c1=O)NCCC1=CCCCC1	2	5	-5	-3	-2	0	i	-8	1
CCN1CCN(c2ncnc3c2c(-c2ccccc2)cn3-c2ccc(F)cc2)CC1	52*	-4	9	-1	-7	6	i	1	-1
